Screening results as filed in PubChem.
ELG1 repair inh – blocks ELG1-dependent DNA repair in HEK293T cells; AID 504467; Potency, µM (top dose mostly 46.1 µM), inactives show at the top dose activity change, negative = inhibition, most hits filed as inhibitors; actives 2.3% (n = 330,000); HEK293T ELG1-luciferase reporter, luminescence, 16 h; DNA damage induced by 5-fluorouridine; further: potency means the concentration at half of the fitted maximal effect; on the % scale 0 is the no-effect control and ±100 the full control effect; nearly all actives have a fitted effect of over 55% in size
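5-Fluorouridine DNA damage + compound/DMSO, 2,000 cells/well, 16 h, 37 °C/5% CO2. ONE-Glo, 30 min RT, luminescence. Readout = decrease in reporter signal.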
AT treatment – potential ataxia-telangiectasia treatment; […] A-T fibroblasts, KAP-1 phosphorylation AlphaLISA; neocarzinostatin DNA damage 30 min before lysis; Potency, µM (doses to about 57.5 µM), without a hit: at the top dose activation, actives largely listed as activators; actives 0.19% (n = 320,000); further: potency means the concentration at half of the fitted maximal effect; % of control where 0% means no effect; nearly all actives have a fitted effect of over 45% in size
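hTERT-immortalized A-T patient fibroblasts ([…]), 500 cells/well in OPTI-MEM, 1% FBS, got compounds for 60 min, then NCS for 30 min at 37C. Lysates were then assayed for phospho-KAP-1 by AlphaLISA (anti-pKAP1 donor, anti-KAP1 acceptor beads), 6 hr at 25C.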
hERG WT inh – blocks the wildtype human KCNH2 potassium channel; Q12809; U2OS, BacMam KCNH2, thallium flux FluxOr; active compounds read low; activity change, % at 1.84 µM; actives 0.37% (n = 340,000);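 active means maximum activity change below -70%; inconclusive means maximum activity change between -70% and -50%; inactive means maximum activity change above -50%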; further: on the % scale 0 is the no-effect control and ±100 the full control effect
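U2OS cells were transduced with wild-type KCNH2 virus (2.03 x 10^8 / mL) for 4 h at room temperature, then cultured overnight at 37 C. Thallium flux was read with FluxOr dye. Rate constants were normalized to DMSO controls.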
TCR activator – activators of T cell receptors | primary human leukocytes, anti-CD3, IL-2 HTRF, 48 h | Potency, µM (highest dose often 9.22 µM), inactives show at the highest dose activation of IL-2 secretion, usual class: activators | 330,000 tested, under 10 active | AID 504894; further: % of control where 0% means no effect
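Primary human leukocytes incubated 48 hr with anti-CD3 beads plus compound, without co-stimulation. Secreted IL-2 measured by HTRF (europium cryptate/d2 anti-IL-2 pair, 320 nm excitation, 665 nm emission).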
KCNH2 3.1 inh – inhibitors of human KCNH2 3.1 potassium channel isoform; U2OS KCNH2 3.1, thallium flux FluxOr; active compounds read low; activity change, % (tested at about 1.8 µM); actives 0.95% (n = 340,000); AID 720553;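 active means maximum activity change below -70%; inconclusive means maximum activity change from -70% to -50%; inactive means maximum activity change above -50%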;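 further: thallium influx rate constant from kinetic fluorescence after stimulation buffer; on the % scale 0 is the no-effect control and ±100 the full control effect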
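FluxOr-based Tl+ influx in U2OS cells transduced with KCNH2 3.1 virus; rate constants normalized to DMSO controls.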
TRPV1 ag – human TRPV1 agonism | AID 540275 | TRPV1-expressing cells, Fluo-8 calcium influx, agonist mode | Q8NER1 | actives 0.19% (n = 320,000) | activation, % at 8.33 µM; in the data active means activation above about 80%; inconclusive means between about 30% and that limit; further: 0% is about no effect
Target sequence (Q8NER1 whole entry, looked up): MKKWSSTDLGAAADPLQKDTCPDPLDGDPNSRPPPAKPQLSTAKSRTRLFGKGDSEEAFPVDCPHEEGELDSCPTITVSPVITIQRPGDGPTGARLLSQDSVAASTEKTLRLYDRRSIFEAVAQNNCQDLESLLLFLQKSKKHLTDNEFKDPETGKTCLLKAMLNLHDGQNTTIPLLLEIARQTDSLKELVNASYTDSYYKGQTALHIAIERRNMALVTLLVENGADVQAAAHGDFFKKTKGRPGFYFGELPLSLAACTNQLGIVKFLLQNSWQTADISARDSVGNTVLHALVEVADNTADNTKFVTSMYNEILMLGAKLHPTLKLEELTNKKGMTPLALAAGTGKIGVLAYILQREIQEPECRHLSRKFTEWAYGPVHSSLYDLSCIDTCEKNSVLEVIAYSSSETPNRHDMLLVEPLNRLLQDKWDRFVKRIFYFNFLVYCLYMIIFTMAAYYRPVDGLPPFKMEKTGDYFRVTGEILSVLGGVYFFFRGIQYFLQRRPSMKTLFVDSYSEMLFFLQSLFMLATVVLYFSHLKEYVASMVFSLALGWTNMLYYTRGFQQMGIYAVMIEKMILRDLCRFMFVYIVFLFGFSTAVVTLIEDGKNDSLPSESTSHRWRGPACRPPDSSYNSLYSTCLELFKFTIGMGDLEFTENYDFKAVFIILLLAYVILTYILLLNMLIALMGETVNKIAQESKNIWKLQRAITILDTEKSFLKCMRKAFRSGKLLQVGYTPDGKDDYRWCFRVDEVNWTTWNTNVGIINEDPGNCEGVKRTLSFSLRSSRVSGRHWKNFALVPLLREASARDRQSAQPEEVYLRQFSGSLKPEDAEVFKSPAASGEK
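Fluo-8 calcium influx in TRPV1-expressing cells, kinetic read (ex 480/em 520 nm). Compound added and read 3 min for agonist activity, followed by capsaicin at EC20 final and 2 min further read for enhancement.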
USP2a block – USP2a (human) protease inhibition; actives 0.01% (n = 330,000); USP2 core, Ub-CHOP2 coupled fluorogenic reporter, 485/531; Potency, µM (top dose mostly 38.3 µM), for the others: at the highest dose activity change, negative = inhibition, actives largely listed as inhibitors;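 further: potency means the concentration at half of the fitted maximal effect; plate controls were DMSO wells for no effect and full inhibition by NEM control for full effect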
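USP2 core (10nM final) preincubated 30min RT with compound in 20mM Tris-HCl pH 8.0, 2mM CaCl2, 2mM beta-mercaptoethanol, 0.05% CHAPS; 25nM Ub-CHOP2 plus 25nM reporter substrate added, fluorescence (Ex485/Em531) read after 60min.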
Eya2 inh – Eya2 (human) phosphatase inhibition. O00167. recombinant Eya2, OMFP fluorescence dephosphorylation (OMFP is methylfluorescein phosphate). Potency, µM (doses to about 76.9 µM), without a hit: at the top dose activity, negative = inhibition, actives largely listed as inhibitors. actives 0.006% (n = 330,000). AID 488837; further: potency means the concentration at half of the fitted maximal effect; on the % scale 0 is the no-effect control and ±100 the full control effect
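Eya2 (0.2 uM) preincubated 10 min at ambient with compound, then OMFP substrate added at 50 uM; 10 min reaction in 50 mM HEPES pH 7.5, 50 mM NaCl, 5 uM MgCl2, 0.05% BSA, 1 mM DTT. Fluorescence read at Ex 485/Em 525 nm.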
TSHR antag – antagonists of human thyroid stimulating hormone receptor | P16473 | TSHR-expressing cells, TSH-stimulated cAMP HTRF, 2 h; active compounds read low | activity change, negative = inhibition, % at 11.5 µM | actives 0.2% (n = 330,000) | AID 504810;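 active means activity change below a set negative limit, meaning inhibition stronger than a set level, cut at about -70% in these data; inconclusive means activity change between two set negative limits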; further: on the % scale 0 is the no-effect control and ±100 the full control effect
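Antagonism was scored as loss of TSH-driven cAMP in TSHR cells, stimulated with 4nM TSH (EC80) for 2 hours at 37 deg C and detected by homogeneous HTRF competition immunoassay.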
Mito fusion yeast – blocks mitochondrial division or promotes mitochondrial fusion; actives 0.23% (n = 320,000); Potency, µM (highest dose often 46.1 µM), inactives show at the top dose growth rescue (activation), usual class: activators; S. cerevisiae fusion-defective mutant growth rescue, CellTiterGlo 48 h;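 further: potency means the concentration at half of the fitted maximal effect; % of control where 0% means no effect; nearly all actives have a fitted effect of over 45% in size; temperature-sensitive fusion mutants such as fzo1-1 at 37 °C on non-fermentable ethanol glycerol medium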
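Yeast fusion mutant, YPEG (non-fermentable carbon), compound, 48 h at 37C non-permissive; CellTiterGlo added, 10 min RT, luminescence read. Rescued growth = division inhibition.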
* = called active by the depositor; ? = inconclusive; / = not tested or not shown; [ ] = another dose, or the depositor's remark. Unless noted, the call rests on the fitted dose curve; in most records, active means well fitted curve in the direction sought with a large enough effect; inconclusive means small, poorly fitted or top-dose-only effect, or another doubt; inactive means no such curve, though single readings can be large; an effect the other way counts as inactive or inconclusive. The list is partial; the hit share may differ from the screen's.

SMILES	ELG1 repair inh	AT treatment	hERG WT inh	TCR activator	KCNH2 3.1 inh	TRPV1 ag	USP2a block	Eya2 inh	TSHR antag	Mito fusion yeast
Nc1ncccc1OCc1ccc(Cl)c(Cl)c1	?	8%	1	-5%	-15	?	-7%	3%	0	-7%
CC1CCCCC1NC(=O)CN1C(=O)COc2ccccc21 (stereo not drawn)	3%	5%	7	8%	9	8	0%	16%	55	9%
O=C1CC(C(=O)N2CCCc3ccccc32)CN1c1ccc(F)cc1 (stereo not drawn)	?	4%	-1	0%	6	-1	3%	-8%	-1	0%
COc1ccc(N2C(=O)C3CCCN3C2c2cccc(C)c2)cc1Cl (stereo not drawn)	19%	-2%	-2	-6%	-3	-2	1%	1%	8	-1%
Cc1ccccc1NC(=O)Cc1nc(COC(=O)Cc2c(F)cccc2Cl)cs1	?	9%	2	0%	-1	23	-1%	3%	-11	?
COc1ccc(NC(=O)COC(=O)c2ccc(-n3cnnn3)cc2)cc1Cl	13%	-4%	0	-1%	-7	3	-1%	18%	-6	4%
CCCc1nn(-c2cc(Cl)ccc2OC)c2c1C(=O)CCC2	0%	9%	2	2%	19	?	3%	1%	-5	3%
CN(CC(=O)Nc1ccccc1C(F)(F)F)C(=O)c1ccc2c(=O)n3c(nc2c1)CCC3	11%	-9%	-11	-5%	-9	-11	1%	-7%	26	0%
NS(=O)(=O)c1ccc(NC(=O)CSc2ncnc3ccccc23)cc1	-3%	0%	/	-3%	14	1	2%	5%	-4	?
CC(C)N=C1SCC(C)(/C=N/O)S1 (stereo not drawn)	-4%	1%	-23	8%	26	-5	9%	-1%	9	0%
COc1ccc2c(c1)sc(=N)n2C	-5%	-2%	2	/	-1	1	0%	9%	11	-2%
CC(C)(C)C(=O)Nc1nnc(-c2ccncc2)o1	8%	7%	2	1%[46.1 µM]	-12	0	4%	0%	9	-5%
CCOc1ccccc1CN1CCC(Oc2cccc(C(=O)NCCOC)c2)CC1	-5%	1%	4	6%	-8	0	-2%	?	7	-2%
CCOc1ccc(N(CC)C(=O)c2cn(CC)c(=O)c3cc(OC)c(OC)cc23)cc1	?	-14%	/	19%	-25	-1	-8%	?	6	-9%
O=C(/C=C/c1cccs1)Nc1ccc(N2CCOCC2)c(S(=O)(=O)Nc2ccccc2Cl)c1	?	-1%	33	-5%[46.1 µM]	-8	-5	3%	-6%	-22	2%
COc1cccc(Cn2nnc(C(=O)NCCc3ccc(Cl)cc3)c2N)c1	1%	10%	2	5%	-2	18	-1%	-14%	-32	0%
C=CCN1C(=O)N/C(=C/c2ccccc2OCC(=O)Nc2ccc(F)cc2)C1=O	?	3%	/	-1%	19	24	1%	-7%	-3	1%
Cc1ccc(NC(=O)OCc2cccs2)cc1	?	-1%	/	/	/	?	-2%	-1%	0	-16%
CC1CCN(C(=O)CSc2nnc(Cc3ccccc3)o2)CC1	-2%	4%	-3	-3%	-5	?	1%	7%	2	2%
CC(=O)c1ccc(OCCCC(=O)OCc2nnc(-c3ccc(Cl)cc3)o2)cc1	19%	8%	1	-1%	13	5	1%	-3%	-6	-2%
N#CC1CN(Cc2ccccc2)CN(Cc2ccccc2)C1	13%	3%	11	-13%	-2	?	0%	1%	-5	-2%
Cc1cc(NC(=O)CSc2nc(CCC3CCCC3)nc3ccccc23)no1	?	15%	0	-8%	-9	4	-1%	1%	-5	-6%
Cc1cccc(NC(=O)c2nc[nH]c2C(=O)N[C@@H](Cc2ccccc2)C(=O)OC(C)(C)C)c1	?	23%	-4	2%	15	?	-14%	-19%	-1	?
CCOC(=O)CCc1c(C)c2ccc(OCC)c(C)c2oc1=O	?	-3%	-6	-3%	-1	11	-1%	-2%	5	0%
O=C(NNS(=O)(=O)c1ccc(Cl)cc1)c1cnn(-c2ccccc2)c1-n1cccc1	1%	-2%	2	3%	9	-1	1%	3%	2	0%
C=CCN(CC=C)CCOc1ccccc1[N+](=O)[O-]	2%	1%	-3	2%	-3	0	0%	2%	-2	0%
O=C(Cc1ccccc1)N1CCNCC1	?	7%	0	-8%	9	-2	3%	-4%	2	-8%
CCCNC(=O)C1CCN(S(=O)(=O)c2cccs2)CC1	-10%	1%	-6	-2%	-4	0	3%	20%	-3	-4%
O=C(NCC(c1ccco1)N1CCc2ccccc2C1)c1c(F)cccc1F (stereo not drawn)	0%	-2%	-4	3%	3	0	1%	14%	6	8%
O=[N+]([O-])c1cc([N+](=O)[O-])c(Oc2cc(Cl)cc(Cl)c2)cc1NN1CCCCC1	?	-7%	-16	1%	1	19	-2%	12%	-6	8%
CC(C)Sc1nc2ncnc(N)c2[nH]1	-13%	2%	-4	-1%	22	0	1%	-20%	-1	-3%
Cc1ccc(C(=O)Nc2cccc(C(=O)O)c2)cc1	?	/	6	/	-10	-2	3%	5%	-1	-1%
O=C(Nc1ccc(N2CCN(C(=O)c3ccco3)CC2)c(Cl)c1)c1c(F)c(F)c(F)c(F)c1F	18µM*	0%	6	-6%	-8	1	0%	-5%	-45	?
COc1ccc(N2C(=O)C3CCCN3C2c2ccc(C)o2)cc1Cl (stereo not drawn)	?	-6%	0	6%	-5	-2	-1%	6%	2	-1%
Cc1nc(SCC(=O)N2CCOCC2)c2c3c(sc2n1)CCC3	21µM*	16%	0	-1%	14	/	2%	5%	-10	/
O=C(Cn1c(=O)[nH]c2ccsc2c1=O)NC1CCCCC1	-1%	2%	-2	-3%	-9	1	3%	5%	5	5%
CC1CCCC(NC(=O)c2cccc(S(=O)(=O)N3CCN(c4ccccc4)CC3)c2)C1C (stereo not drawn)	?	3%	-1	-3%	-2	0	-2%	-11%	6	0%
Oc1cccc(C(O)CNCc2ccc(-c3ccccc3)cc2)c1 (stereo not drawn)	?	4%	-7	-9%	-7	-7	0%	-3%	-3	-1%
NS(=O)(=O)c1ccc(NC(=S)N2CCC(O)CC2)cc1	6%	-7%	-4	-4%	2	-2	0%	-5%	5	4%
CC1CCN(CC(=O)NCCc2ccc(F)cc2)CC1	1%	-2%[11.5 µM]	16	15%	-11	2	-4%	-6%	4	-6%
CCOC(=O)C1(Cc2ccccc2)CCCN(C2CCN(C(C)=O)CC2)C1 (stereo not drawn)	-3%	-1%	1	1%	-2	4	-2%	9%	7	-4%
O=C(CN1C(=O)COc2ccccc2C1=O)c1ccc2c(c1)OCCO2	?	-2%	-4	2%	2	3	-1%	8%	-10	4%
C/C=C/Cn1c(N2CCCCCC2)nc2c1c(=O)[nH]c(=O)n2C	0%	4%	-2	-2%	-15	15	2%	-1%	6	4%

Compounds listed so far that have fluorine:
SMILES	ELG1 repair inh	AT treatment	hERG WT inh	TCR activator	KCNH2 3.1 inh	TRPV1 ag	USP2a block	Eya2 inh	TSHR antag	Mito fusion yeast
O=C1CC(C(=O)N2CCCc3ccccc32)CN1c1ccc(F)cc1 (stereo not drawn)	?	4%	-1	0%	6	-1	3%	-8%	-1	0%
Cc1ccccc1NC(=O)Cc1nc(COC(=O)Cc2c(F)cccc2Cl)cs1	?	9%	2	0%	-1	23	-1%	3%	-11	?
CN(CC(=O)Nc1ccccc1C(F)(F)F)C(=O)c1ccc2c(=O)n3c(nc2c1)CCC3	11%	-9%	-11	-5%	-9	-11	1%	-7%	26	0%
C=CCN1C(=O)N/C(=C/c2ccccc2OCC(=O)Nc2ccc(F)cc2)C1=O	?	3%	/	-1%	19	24	1%	-7%	-3	1%
O=C(NCC(c1ccco1)N1CCc2ccccc2C1)c1c(F)cccc1F (stereo not drawn)	0%	-2%	-4	3%	3	0	1%	14%	6	8%
O=C(Nc1ccc(N2CCN(C(=O)c3ccco3)CC2)c(Cl)c1)c1c(F)c(F)c(F)c(F)c1F	18µM*	0%	6	-6%	-8	1	0%	-5%	-45	?
CC1CCN(CC(=O)NCCc2ccc(F)cc2)CC1	1%	-2%[11.5 µM]	16	15%	-11	2	-4%	-6%	4	-6%
